EBI2 block – antagonists of human EBI2 receptor | EBI2 beta-arrestin recruitment, luminescence, 7a,25-OHC stimulated | P32249 | inhibition, % at 5 µM | AID 651636 | 360,000 tested, 0.81% active; in the data active means inhibition above about 38%;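 further: enzyme fragment complementation signal reports receptor beta-arrestin coupling in cells; 0% = agonist plus DMSO wells and 100% = wells without agonist; some results beyond the cut were filed as inactive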
Target sequence (P32249 whole entry, looked up, the tested form may be a part): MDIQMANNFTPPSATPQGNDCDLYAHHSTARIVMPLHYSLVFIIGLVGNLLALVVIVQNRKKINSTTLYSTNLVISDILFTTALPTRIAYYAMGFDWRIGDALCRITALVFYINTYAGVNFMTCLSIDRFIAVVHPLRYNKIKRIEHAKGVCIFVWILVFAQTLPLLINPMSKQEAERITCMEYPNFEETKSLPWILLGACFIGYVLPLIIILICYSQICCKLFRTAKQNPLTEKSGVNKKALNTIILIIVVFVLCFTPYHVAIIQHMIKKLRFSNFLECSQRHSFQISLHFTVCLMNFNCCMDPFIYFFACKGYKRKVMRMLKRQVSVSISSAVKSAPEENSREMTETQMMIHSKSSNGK
MPTP inh – inhibitors of mitochondrial permeability transition pore; isolated mouse mitochondria, Ca2+ swelling absorbance, 30 min; inhibition, % at 10 µM; 360,000 tested, 1.4% active;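 active means inhibition of 50% or more, scaled per plate between neutral and stimulator controls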;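 further: 0% = DMSO wells given calcium and 100% = 1 mM EGTA wells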
APOBEC3A inh – inhibitors of human APOBEC3A DNA deaminase. P31941. recombinant A3A, FAM/TAMRA ssDNA deamination fluorescence. inhibition, % at 20 µM. 330,000 tested, 0.41% active. AID 493011;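 active means at least 40% inhibition at 20 µM here, with at most 30% in a related deaminase screen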;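 further: plate controls were A3A with DMSO for no effect and wells lacking A3A enzyme for full effect; some results filed as inactive read as strong as hits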
Target sequence (P31941 whole entry, looked up): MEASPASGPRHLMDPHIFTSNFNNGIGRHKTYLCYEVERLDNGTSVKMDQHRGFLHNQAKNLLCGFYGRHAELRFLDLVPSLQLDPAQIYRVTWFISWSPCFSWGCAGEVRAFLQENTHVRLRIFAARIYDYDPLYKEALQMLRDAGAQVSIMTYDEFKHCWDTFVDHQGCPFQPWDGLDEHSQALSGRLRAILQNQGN
Gli-Sufu antag – antagonists of Gli-Sufu signaling; Sufu-KO-LIGHT fibroblasts, Gli luciferase reporter luminescence; inhibition, % at 5 µM; 340,000 tested, 0.74% active; AID 588413;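 active means inhibition above about 55%, limit read from the data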;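 further: 0% = DMSO-treated cells and 100% = wells with medium but no cells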
CCR6 antag – antagonists of human CCR6 receptor; P51684; CHO-K1 CCR6 PathHunter beta-arrestin, luminescence, CCL20-stimulated; inhibition, % at 20 µM; 340,000 tested, 0.49% active;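 active means compounds whose inhibition of the agonist-driven luminescence signal at 20 µM reaches about 50%, limit read from the data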;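 further: cells stimulated with CCL20 at 14 nM final; plate controls were DMSO with CCL20 for no effect and DMSO without agonist for full effect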
CXCR6 inh – CXCR6 (human) receptor inhibition; CHO-K1 PathHunter CXCR6 beta-arrestin, luminescence; O00574; 360,000 tested, 0.36% active; AID 602244; inhibition, % at 20 µM; in the data active means inhibition above about 34%, passing the limit was not always enough;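 further: antagonist mode with CXCL16 agonist at 10 nM final; 0% = 10 nM CXCL16 with DMSO and 100% = unstimulated wells without agonist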
Target sequence (O00574 whole entry, looked up): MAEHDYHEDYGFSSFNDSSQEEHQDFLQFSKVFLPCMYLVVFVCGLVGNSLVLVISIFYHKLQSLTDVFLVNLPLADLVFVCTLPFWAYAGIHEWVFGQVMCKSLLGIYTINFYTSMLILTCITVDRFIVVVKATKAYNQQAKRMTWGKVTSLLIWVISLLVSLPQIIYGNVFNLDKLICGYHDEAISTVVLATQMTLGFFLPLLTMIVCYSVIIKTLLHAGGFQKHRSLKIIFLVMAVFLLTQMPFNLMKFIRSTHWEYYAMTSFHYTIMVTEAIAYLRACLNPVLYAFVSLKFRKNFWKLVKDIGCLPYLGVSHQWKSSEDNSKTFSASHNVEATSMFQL
APOBEC3G inh – APOBEC3G (human) deaminase inhibition; Q9HC16; recombinant A3G, ssDNA deamination FAM/TAMRA fluorescence; inhibition, % at 20 µM; 330,000 tested, 0.28% active;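 active means inhibition of at least 40% at 20 µM, with no more than 30% in the related APOBEC3A deaminase screen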;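 further: plate controls were DMSO wells with A3G for no effect and wells lacking A3G enzyme for full effect; some compounds called inactive have numbers as strong as hits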
GRIN3A LBD mod – modulators (binders) of human NR3A ligand-binding domain. NR3A LBD differential scanning fluorimetry, Tm shift; 0% = protein alone, 100% = glycine-bound protein. Tm shift relative to glycine control, % at 25 µM. 340,000 tested, 2.5% active;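 active means melting temperature shift of at least 10% of the positive control shift, at one fixed dose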
An asterisk follows results filed as active; · = no result given.

SMILES	EBI2 block	MPTP inh	APOBEC3A inh	Gli-Sufu antag	CCR6 antag	CXCR6 inh	APOBEC3G inh	GRIN3A LBD mod
Nc1ccccc1C#CC(=O)c1ccccc1	-10	1.8	-1	-10	21	40*	-5	5
COc1cc(OC)cc(-c2nc(-c3cc4cc(C)ccc4nc3OC)no2)c1	2	-0.2	·	-8	-2	-7	·	1
CN(C(=O)c1ccc(NC(=O)Cc2cccc(NC(=O)C3CCN(C(=O)C4CC4)CC3)c2)cc1)C1CCCC1	-10	-0.4	2	3	5	3	4	-4
CC(=O)Nc1cc(C(=O)N2CCCC2)ccc1S(=O)(=O)c1ccc(C)cc1	-9	-1.4	0	-2	5	-12	-3	0
CC(=O)c1c(C)[nH]c(C(=O)OCC(=O)NCCCc2ccccc2)c1C	-5	0.5	0	-3	15	-3	-9	1
CC(C)n1nc(C(=O)Nc2nc3ccc(S(C)(=O)=O)cc3s2)c2ccccc2c1=O	-26	-0.1	-1	-4	4	-10	-3	4
CC(C)c1nc(CNC(=O)CCc2nnc(-c3ccsc3)o2)cs1	3	-0.2	-3	32	-7	2	-5	0
Cc1ccc2nc(Nc3nc(-c4ccccc4)cc(=O)[nH]3)nc(C)c2c1	14	1.3	5	24	2	-9	29	-5
CCCSc1ncnc2[nH]ncc12	3	-0.1	·	0	1	1	·	-4
N#CCCN(C(=O)COC(=O)c1cc(=O)[nH]c2ccccc12)c1ccccc1	-4	-0.7	1	-2	6	6	-2	2
CC1(C)CC(=O)C2=C(C1)N=C1SCCC(=O)N1C2c1cccc([N+](=O)[O-])c1 (centres undefined)	4	-0.1	2	5	12	-1	3	-1
Cc1cc(NC(=O)CCC(=O)N(CC(=O)NC2CCCC2)Cc2ccc3c(c2)OCO3)no1	9	-1.5	1	1	-12	3	-1	0
C/C(Cl)=C/CSc1nnc2n(N)c(=O)c3ccccc3n12	3	2.4	-4	4	-12	1	-4	2
Cc1ccc(COc2ccc(Br)cc2/C=N/O)cc1	21	1.7	-3	-64	4	-2	-8	-30
CCOc1ccccc1NC(=O)/C(C#N)=C/c1c(C)nn(-c2ccc(F)cc2)c1Cl	33	-0.1	-4	13	-16	0	-8	2
COc1ccccc1N1CCN(S(=O)(=O)c2c(C)sc3ncn(CC(=O)NCCN(C)C)c(=O)c23)CC1	8	0.4	-1	-16	10	0	-8	1
O=C(NC1CCN(Cc2ccccc2)CC1)C1COc2ccccc2O1 (centres undefined)	-5	4.7	0	4	-9	-6	-7	2
NC(=O)c1ccc[n+](CC(=O)c2ccc(NC(=O)c3ccccc3)cc2)c1	-11	-1.5	-7	0	7	-3	-4	-2
CCc1cc(C(=O)Nc2cc(S(=O)(=O)N(CC)CC)ccc2N2CCOCC2)sc1C	13	0.1	27	26	16	11	2	0
O=C(CSc1ncnc2ccccc12)Nc1ccc2c(c1)OCCO2	-5	1.6	3	30	20	-8	-14	0
CC(=O)Nc1ccc(C(=O)CSc2nccc(=O)[nH]2)cc1	-4	-2.4	0	-1	-4	-3	-4	1
Cc1ccc(C(=O)Nc2ncnc3sc4c(c23)CCCCC4)cc1	15	2.0	-3	-6	1	15	-5	-3
CCC1C(=O)CC(c2ccccc2)NC1c1ccccc1 (centres undefined)	-9	1.0	-5	-3	4	-2	-6	0
CCc1nnc(NC(=O)CN2CCN(Cc3cccc(F)c3)CC2)s1	5	0.5	0	-4	0	3	-2	0
COc1ccc(N(C(=O)Cn2nnc(-c3ccc(C)o3)n2)C(C(=O)NC2CCCC2)c2ccncc2)cc1 (centres undefined)	-5	1.1	-1	3	9	6	-7	-6
SMILES	EBI2 block	MPTP inh	APOBEC3A inh	Gli-Sufu antag	CCR6 antag	CXCR6 inh	APOBEC3G inh	GRIN3A LBD mod
CC(NC(=O)c1cccs1)c1ccc2c(c1)OCO2 (centres undefined)	-4	-0.3	-1	-2	-12	-8	-2	-1
CC(Oc1cccc(Cl)c1)C(=O)Nc1ccc(S(=O)(=O)NC2=NCCCCC2)cc1 (centres undefined)	-1	-0.7	30	-6	6	0	-2	0
CC(/C=N/NC(=O)c1cc(C(C)(C)C)[nH]n1)=C\c1ccccc1	-1	-0.8	5	2	10	-8	6	-7
Cc1cc(C)c(C(=O)OCC(=O)NC(=O)c2ccccc2)c(C)c1	-8	-1.0	-3	-6	-2	-5	-7	4
C=CCn1c(SCC(=O)c2cccs2)nnc1-c1cccc(OC)c1	2	0.2	4	-7	-2	2	-4	-1
COC(=O)CSc1cc([N+](=O)[O-])ccc1NC(=O)OC	2	0.5	0	5	4	-17	-3	-2
Cc1nc(N2CCOCC2)nc2c1CCC2	-4	3.0	-1	-8	-3	0	-8	0
CCc1ccc(N(CC(=O)NCc2ccc(F)cc2)C(=O)c2csnn2)cc1	-9	0.2	-5	1	-10	1	-9	0
CCC1Oc2ccccc2N(CC(=O)NCCc2ccc(OC)c(OC)c2)C1=O (centres undefined)	2	0.8	3	6	-8	-1	3	0
Cc1nc2nc(C)c(NS(=O)(=O)c3ccc4c(c3)CCCC4)c(=O)n2[nH]1	0	-0.3	-4	-3	13	12	-2	1
COc1ccc(N2CC(C(=O)Nc3nccs3)CC2=O)cc1 (centres undefined)	-2	-1.0	0	1	1	-4	-3	-1
COc1ccc(-c2csc3nc(C)n(-n4cccc4)c(=O)c23)cc1OC	-4	-0.8	-5	-2	-5	3	-8	0
COc1ccc(C(C(=O)NC(C)(C)C)N(Cc2cccs2)C(=O)CCC(=O)Nc2cc(C)on2)cc1 (centres undefined)	7	-2.7	7	2	-7	-8	5	0
C[C@@H](NC(=O)[C@@H]1Cc2ccccc2CN1)C(=O)Nc1ccc2c(c1)OCO2	2	-0.4	0	7	3	5	-3	-1
O=C(Nc1scc(-c2ccccc2)c1C(=O)O)c1ccccc1Cl	-3	-0.5	-5	-27	-4	1	-8	1
Cc1cc(/C=N/NC(=O)c2cc3ccccc3o2)c(C)n1C	-10	-1.3	-6	-1	-2	-2	-8	1
COc1ccc([N+](=O)[O-])c(O)c1C(C)=O	-6	0.0	·	1	0	11	·	0
CCOC(=O)/C(=C/c1ccc(OC(=O)c2ccncc2)cc1)C(C)=O	-11	-1.7	-4	7	7	3	-4	1
Cc1nn(CC(=O)Nc2ccccc2)c(=O)c2ccccc12	5	-0.8	-3	8	-1	3	-6	1
O=C1NN(c2cccc(Br)c2)C(=O)/C1=C/c1cccs1	14	37	5	-1	37	9	1	-2
CC(C)(C)OC(=O)NCCCC[C@H](NC(=O)c1[nH]cnc1C(=O)N[C@@H](Cc1ccccc1)C(=O)OC(C)(C)C)C(=O)OC(C)(C)C	8	-2.0	-2	9	9	7	-4	-18
O=C(NN=C1C2CC3CC(C2)CC1C3)c1cccc(S(=O)(=O)N2CCOCC2)c1	-16	-1.0	3	-4	-13	-7	-2	9
Cc1ccc(-c2csc3nnc(SCC(=O)NCc4ccco4)n23)cc1	-3	0.3	0	1	15	4	-6	2
Cc1ccc(C)c(NC(=O)c2cc(S(=O)(=O)N3CCOCC3)cn2C)c1	-2	-2.0	-3	-6	14	-8	-14	7
O=C(Cn1c(NCCO)nc2ccccc21)NCC1CCCO1 (centres undefined)	0	0.1	3	-6	-20	5	-3	0

A different layout for part of the listing above.
Fields – EBI2 block | MPTP inh | APOBEC3A inh | Gli-Sufu antag | CCR6 antag | CXCR6 inh | APOBEC3G inh | GRIN3A LBD mod
- COc1ccc(C(C(=O)NC(C)(C)C)N(Cc2cccs2)C(=O)CCC(=O)Nc2cc(C)on2)cc1 (centres undefined)
→ 7 | -2.7 | 7 | 2 | -7 | -8 | 5 | 0
- COc1ccc(N(C(=O)Cn2nnc(-c3ccc(C)o3)n2)C(C(=O)NC2CCCC2)c2ccncc2)cc1 (centres undefined)
→ -5 | 1.1 | -1 | 3 | 9 | 6 | -7 | -6
- CC(Oc1cccc(Cl)c1)C(=O)Nc1ccc(S(=O)(=O)NC2=NCCCCC2)cc1 (centres undefined)
→ -1 | -0.7 | 30 | -6 | 6 | 0 | -2 | 0
- CCOc1ccccc1NC(=O)/C(C#N)=C/c1c(C)nn(-c2ccc(F)cc2)c1Cl
→ 33 | -0.1 | -4 | 13 | -16 | 0 | -8 | 2

(next part)
SMILES	EBI2 block	MPTP inh	APOBEC3A inh	Gli-Sufu antag	CCR6 antag	CXCR6 inh	APOBEC3G inh	GRIN3A LBD mod
COc1cc2nc(C3CCC3)n(NC(=O)C(OC(C)=O)c3ccccc3)c(=O)c2cc1OC (centres undefined)	-1	0.0	2	1	-1	5	2	0
O=C(c1ccco1)N1CCN(C(=S)Nc2cc(F)cc(F)c2)CC1	0	0.1	0	6	0	0	-1	-2
COc1cccc(CN2CC(C(=O)N(C)Cc3ccnc4ccccc34)CCC2=O)c1 (centres undefined)	-1	-0.5	0	-4	3	5	-4	2
CN(Cc1ccccc1)/C(=N/O)c1cccc(Cl)c1	-5	5.0	-3	0	6	-3	-8	-1
CCc1nnc(NC(=O)CN2CCN(c3ccccc3F)CC2)s1	5	2.0	-5	1	-3	-5	-18	-1
O=c1c(-c2cnn(-c3ccccc3)c2)coc2cc(O)ccc12	-6	0.8	-3	-73	-9	-4	-4	10
COc1cc(OC)cc(-c2c(C#Cc3ccsc3)c3cc(-c4cc(F)cc(F)c4)ccc3n2C)c1	-13	0.3	-5	2	13	-5	-6	-3
COc1ccc(CCNC(=O)C(C)OC(=O)c2ccco2)cc1OC (centres undefined)	-5	-0.3	-5	-11	-5	-7	-3	-2
COc1cccc(-c2nnc3sc(-c4ccco4)nn23)c1	11	1.9	-3	-54	5	1	-7	1
O=C(NN=C1CCCC1)c1ccccc1OCCOc1ccccc1	1	-2.9	1	2	10	4	-2	-4
Cc1ccccc1OCC(=O)Nc1cc(S(=O)(=O)N2CCOCC2)ccc1N1CCCC1	-3	2.0	-2	8	11	3	1	0
COc1cc(C(=O)Nc2ccc(N(C)C)cc2)c([N+](=O)[O-])cc1OC	-21	0.5	-1	-42	10	0	0	-3
COc1cccc(CC2(CO)CCCN(Cc3cn[nH]c3-c3ccccc3)C2)c1 (centres undefined)	4	1.6	-4	-29	12	1	-6	-16
COC(=O)c1ccccc1NC(=O)CSc1ccccc1	-7	-1.2	-2	5	16	4	-3	0
CCCCC(=O)Nc1nnnn1CCC	-6	0.3	3	2	7	0	-3	1
CCOc1ccc(NC(=O)C2CCCN(S(=O)(=O)c3cnc[nH]3)C2)cc1 (centres undefined)	-3	-4.0	-2	0	3	5	-4	0
O=C(c1ccco1)N1CCN(S(=O)(=O)Cc2ccc(Cl)cc2)CC1	-2	0.3	-2	1	-2	-4	-4	0
c1ccc(Nc2c3c(nc4ccccc24)CCC3)cc1	-6	45	-2	33	9	1	-2	-3
Cc1ccc(CCNC(=O)C2CCN(S(=O)(=O)c3cccc4cccnc34)CC2)cc1	4	2.7	8	4	13	3	-6	-2
O=C(Cc1cccs1)Nc1ccc(-c2nnc(-c3ccco3)o2)cc1	-2	3.4	0	-43	14	-1	0	-2
Cc1cc(Nc2nc3c(c(=O)n(C)c(=O)n3C)n2C)n(-c2ccc(Cl)cc2)n1	7	-2.0	-5	0	14	-18	-4	1
COc1cc(C(=O)N/N=C/c2cn(Cc3ccccc3)c3ccccc23)ccc1O	-5	0.9	-1	7	-4	-3	-3	0
Cc1ccc(NC(=O)NNC(=O)c2ccc3c(c2)NC(=O)C(C)(C)O3)cc1	-10	-1.0	1	-12	0	-7	-3	0
CCC(C)N(CCNC(=O)CC1Oc2ccc(C)cc2NC1=O)C1CCCCC1 (centres undefined)	-4	-2.2	-5	9	5	-2	-7	2
CC1(C)N=C(SCC(=O)Nc2ccc(Cl)cc2)C(c2ccc(Cl)cc2)=N1	26	44	-5	9	1	-8	-7	1
Oc1ccccc1/C=N/Nc1nccnc1Cl	18	0.6	2	57*	10	-14	-1	-15
COc1cc(Br)c(CCNC(=O)c2ccco2)cc1OC	-14	1.5	1	-2	5	-7	2	-1
CCOc1cc(/C=N/Nc2nn3cnnc3c3ccccc23)ccc1O	9	0.4	-3	-13	0	-6	-3	0
CSc1nc(-c2ccc(C)cc2)nc(C(Cl)Cl)n1	2	-1.0	-5	17	-6	5	-6	1
C[C@@H]1C[C@H](O)c2cc(Cl)ccc2N1	0	-3.4	0	13	-13	-9	-4	-1

Compound activity from PubChem BioAssay.
